Compound activity deposited in PubChem BioAssay by National Center for Advancing Translational Sciences (NCATS).
PGK inhibitor = qHTS Assay to Find Inhibitors of Phosphoglycerate Kinase. Phosphoglycerate kinase, glycosomal (Trypanosoma brucei brucei), P07378. PGK/GAPDH coupled, Kinase-Glo luminescence, 60 min. Potency, µM (titrated, usually from 57.5 µM), for the others: at the highest dose activity change, negative = inhibition, hits mostly inhibitors. actives 0.043% (n = 380,000). AID 602233, 2012; further: potency means the concentration at half of the fitted maximal effect; on the % scale 0 is the no-effect control and ±100 the full control effect; nearly all actives have a fitted effect of over 60% in size
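Luminescent ATP detection (Kinase-Glo Plus) follows a 60-minute room-temperature incubation, with wells lacking PGK as controls. Buffer: 100 mM TEA (pH 7.6), 5 mM MgCl2, 0.01% Tween-20. Coupling enzyme GAPDH (100 nM final) supplies unstable 1,3-BPG in-well.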
G9a block = qHTS Assay for Inhibitors of Histone Lysine Methyltransferase G9a | Histone-lysine N-methyltransferase EHMT2 (Homo sapiens), Q96KQ7 | G9a H3K9 monomethylation, AlphaScreen, 2 h | Potency, µM (doses to about 102 µM), for inactives: top-dose activity, negative = inhibition, hits mostly inhibitors | actives 8.8% (n = 350,000) | AID 504332, 2011; further: potency means the concentration at half of the fitted maximal effect; on the % scale 0 is the no-effect control and ±100 the full control effect; nearly all actives have a fitted effect of over 75% in size
Target sequence (Q96KQ7 913-1193 limits assumed): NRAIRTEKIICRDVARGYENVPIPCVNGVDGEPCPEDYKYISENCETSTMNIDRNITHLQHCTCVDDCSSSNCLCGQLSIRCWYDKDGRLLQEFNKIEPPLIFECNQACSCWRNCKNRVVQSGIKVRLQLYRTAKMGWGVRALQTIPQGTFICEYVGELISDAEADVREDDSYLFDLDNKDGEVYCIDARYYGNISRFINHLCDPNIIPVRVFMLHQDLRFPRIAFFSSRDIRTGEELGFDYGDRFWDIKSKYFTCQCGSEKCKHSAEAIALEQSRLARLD
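Methyltransferase reactions run at room temperature for 2 h (20 nM enzyme, 500 nM biotin-H3K9 peptide, 20 uM SAM) after a 15 min compound preincubation; product detected by AlphaScreen beads and anti-H3K9me1 antibody.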
PI4K2A inh = qHTS for small molecular inhibitors of PI4K2A | actives 0.13% (n = 420,000) | activity change, negative = inhibition, % at 76.9 µM | Phosphatidylinositol 4-kinase type 2-alpha (Homo sapiens), Q9BTU6 | purified PI4K2A, ADP-Glo luminescence, 1 h; active compounds read low; in the data active means activity change below about -50%; inconclusive means mostly about -30% to -49%;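 further: -100% = wells without enzyme as full effect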
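ADP-Glo luminescence measured ADP generated by PI4K2A enzyme (4 ug/mL before mixing) with 1.2 mM PI substrate (pre-mix) and 300 microM ATP (pre-mix). Tris pH7.5 buffer with MgCl2, Triton X-100; 1 h reaction at ambient temperature.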
HP1b binding inh = HTS for Inhibitors of HP1-beta Chromodomain Interactions with Methylated Histone Tails; Chromobox protein homolog 1 (Homo sapiens), P83916; actives 0.56% (n = 390,000); AlphaScreen HP1-beta / biotin-H3K9me3 peptide binding; Potency, µM (highest dose often 114 µM), for inactives: at the top dose activity change, negative = inhibition, usual class: inhibitors; further: potency means the concentration at half of the fitted maximal effect; nearly all actives have a fitted effect of over 70% in size; inactives centre near 23
Target sequence (P83916 whole entry, looked up): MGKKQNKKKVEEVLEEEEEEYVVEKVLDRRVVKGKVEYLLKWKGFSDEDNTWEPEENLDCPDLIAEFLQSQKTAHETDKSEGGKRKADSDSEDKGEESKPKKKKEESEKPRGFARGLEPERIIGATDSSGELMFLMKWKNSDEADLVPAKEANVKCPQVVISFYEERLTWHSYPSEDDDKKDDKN
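Compound inhibition of the preformed complex between 50 nM HP1-beta and 50 nM biotinylated H3K9me3 peptide was read by AlphaScreen. Buffer was PBS pH 7.4 with 0.01% Tween-20. Incubations ran 30 min at room temperature, with 10 ug/mL donor/acceptor beads.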
JMJD2A Tudor = qHTS Assay for Inhibitors of JMJD2A-Tudor Domain; Potency, µM (doses to about 114 µM), for the others: top-dose activity change, negative = inhibition, actives largely listed as inhibitors; Lysine-specific demethylase 4A (Homo sapiens), O75164; actives 4.4% (n = 390,000); AlphaScreen JMJD2A-Tudor / H3K4me3 peptide binding; further: potency means the concentration at half of the fitted maximal effect; on the % scale 0 is the no-effect control and ±100 the full control effect; nearly all actives have a fitted effect of over 50% in size
Pin1 inh = qHTS Assay to Find Inhibitors of Pin1; Pin1 FP peptide displacement, HiFluor488, 10 min; Potency, µM (titrated, usually from 115 µM), inactives show at the top dose activity, negative = inhibition, actives largely listed as inhibitors; actives 0.009% (n = 390,000); active means well fitted inhibition curve with a large enough effect in the polarisation, with a control signal flat, not every such curve was filed as active; inconclusive means small, poorly fitted or top-dose-only effect, or effect the other way, or a change in a side signal; inactive means no such curve, though single readings can be large or run the other way; the % refers to the polarisation; further: potency means the concentration at half of the fitted maximal effect; on the % scale 0 is the no-effect control and ±100 the full control effect
Target sequence (Q13526 whole entry, looked up): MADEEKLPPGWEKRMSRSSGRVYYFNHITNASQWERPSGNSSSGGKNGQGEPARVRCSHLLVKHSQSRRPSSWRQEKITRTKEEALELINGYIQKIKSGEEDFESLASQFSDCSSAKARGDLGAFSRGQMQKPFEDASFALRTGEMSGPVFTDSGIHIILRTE
POLH inh = qHTS for Inhibitors of Polymerase Eta; recombinant Pol eta, fluorescent DNA replication assay; Potency, µM (doses to about 114 µM), without a hit: at the highest dose activity change, negative = inhibition, usual class: inhibitors; actives 1.2% (n = 390,000); AID 588591, 2011; further: potency means the concentration at half of the fitted maximal effect; on the % scale 0 is the no-effect control and ±100 the full control effect
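Pol eta (10 nM) was preincubated with compounds for 15 min at room temperature, after which fluorescent replication substrate (50 nM final) was added to start the reaction. Fluorescence was read kinetically at 0 and 10 min.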
GLS inhibitor = qHTS for Inhibitors of Glutaminase (GLS); GLS enzymatic activity, qHTS titration; Potency, µM (highest dose often 45.5 µM), inactives show at the highest dose activity change, negative = inhibition, usual class: inhibitors; actives 0.21% (n = 410,000); AID 624170, 2012; further: potency means the concentration at half of the fitted maximal effect; on the % scale 0 is the no-effect control and ±100 the full control effect
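Coupled fluorescence readout: glutamate oxidase/HRP/Amplex Red detect glutamate formed by hKGA from L-glutamine (1 mM solution added). Buffer 45 mM KH2PO4 pH 8.2, 0.02% Tween-20; reads at t0 and 30 min RT.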
BAZ2B inh = qHTS Assay for Inhibitors of BAZ2B | Potency, µM (top dose mostly 114 µM), for the others: top-dose activity change, negative = inhibition, usual class: inhibitors | AlphaScreen BAZ2B-H3K14Ac peptide displacement | actives 4.4% (n = 360,000); further: potency means the concentration at half of the fitted maximal effect; on the % scale 0 is the no-effect control and ±100 the full control effect; nearly all actives have a fitted effect of over 60% in size
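Inhibition is scored as reduced AlphaScreen emission. The BAZ2B/b-H3(5-23)K14Ac complex (50 nM each) in PBS pH 7.4, 0.01% Tween-20 meets compound (up to 110 uM) for 30 min at RT before bead addition.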
The depositor's hits bear a star; i = inactive; ? = inconclusive; / = not tested or not shown; & = joins results of further samples; [ ] = dose if it differs, or a comment. Unless noted, the call rests on the fitted dose curve; in most records, active means well fitted curve in the direction sought with a large enough effect; inconclusive means small, poorly fitted or top-dose-only effect, or another doubt; inactive means no such curve, though single readings can be large; an effect the other way counts as inactive or inconclusive. A portion of the library; the hit share may differ from the screen's.

SMILES	PGK inhibitor	G9a block	PI4K2A inh	HP1b binding inh	JMJD2A Tudor	Pin1 inh	POLH inh	GLS inhibitor	BAZ2B inh
COc1ccc(CNC(=O)CNS(=O)(=O)c2cccs2)cc1	-1%	-2%	-5	27%	2%	-1%	-19%	-5%	-2%
COc1cc2c(cc1OC)C(C1C(=O)CC(C)CC1=O)N(C(=O)CCl)CC2 (centres undefined)	i	19%[59 µM]	-6	26%	-3%	-11%	-7%	?	-23%
O=C(NNS(=O)(=O)c1ccc(F)cc1)C1CCN(Cc2cccc(F)c2)CC1	-2%	-1%	-2	-12%	-4%	-12%	-1%	0%	-10%
CCOC(=O)c1ccc(-n2c(-c3ccc(C)cc3)c(C)n3c4c(=O)n(C)c(=O)n(C)c4nc23)cc1	-1%	-2%[59 µM]	-2	22%	-14%	5%	-13%	-6%	-14%
Cc1ccc(S(=O)(=O)Cc2ccc(C(=O)NCCCN3CCCC3=O)o2)cc1	-7%	?	-1	33%	34%	1%	12%	2%	-16%
O=C(CSc1n[nH]c(-c2ccccc2Br)n1)NC(=O)NCc1ccco1	1%	?	3	-4%	?	1%	-8%	-5%	-37%
C[C@@H](NS(=O)(=O)c1ccc(Br)cc1F)[C@@H](O)c1ccccc1	0%	/	-1	17%	-24%	-14%	-14%	1%	/
Cc1ccc2oc3c(c(=O)c2c1)C(c1ccc(F)cc1)N(Cc1ccc2c(c1)OCO2)C3=O (centres undefined)	-1%	-23%[59 µM]	4	26%	-4%	?	5%	-4%	-3%
Cc1ccc(OCc2cc(C(=O)N(C)Cc3cnn(-c4ccccc4C)c3)no2)cn1	-2%	14%	-7	9%	-23%	2%	-7%	6%	-12%
COc1ccc(S(=O)(=O)Nc2ccc(F)c(F)c2)cc1C(=O)N1CCOCC1	-7%	10%	2	1%	-16%	-7%	-19%	0%	4%
Cc1cc(-c2nnc(SCCC(=O)Nc3ccccc3)o2)no1	4%	8%	-3	38%	-12%	-2%	?	3%	-14%
Cc1cccc(C)c1NC(=O)CNC(=O)c1ccncc1	4%	/	-3	23%	-6%	-9%	3%	8%	-4%
Cn1c(-c2ccc(N)cc2)nc2ccccc21	-8%	1%	9	29%&31%	-14%&-19%	1%&2%	-7%	17%	5%
COc1ccc(S(=O)(=O)NCCSCc2ccc(Cl)cc2)cc1NC(C)=O	-3%	?	1	26%	-19%	9%	-13%	-5%	-15%
CCOc1ccc(C(=O)NC(C(=O)N2CCC2)C(C)C)cc1 (centres undefined)	i	-26%	-3	4%	-11%	0%	-13%	6%	-1%
Cc1ccccc1-c1nc(CS(=O)(=O)CC(=O)NCCCN2CC(C)CC(C)C2)c(C)o1 (centres undefined)	2%	2%	1	14%	-17%	3%	-5%	15%	-17%
COc1ccc(NC(=O)Cn2cc(C(=O)C3CC3)c3ccccc32)cc1	0%&-4%	21%	4&-5	-6%&32%	-23%&-5%	-13%&-1%	-6%&-19%	12%&-7%	-19%&2%
COc1ccc(NC(=O)CCCn2c(=O)c3sccc3n(Cc3cccc(C)c3)c2=O)cc1	-1%	-6%	-5	11%	-7%	1%	-9%	-5%	-1%
Cc1cc(C)n(-c2ccc(Cl)c(C(=O)OCC(=O)N3CCCCC3C)n2)n1 (centres undefined)	-4%	?	-9	48%[activator]	-19%	-11%	-19%	3%	0%
COc1ccc(-n2ccc(=O)c(C(=O)Nc3ccc(S(=O)(=O)Nc4nccs4)cc3)n2)cc1	-8%	?	-10	-11%	56µM*	?	-15%	1%	?
Cc1ccc(C)c(NC(=O)Cn2c(SCC(=O)NCc3ccccc3)nc3ccccc32)c1	-2%	-9%[59 µM]	-3	3%	-25%	7%	6%	1%	-9%
CCSc1nc2c(cnn2-c2ccccc2)c(=O)n1N	-10%	8%[59 µM]	-3	6%	-11%	0%	-16%	14%	-1%
COc1ccc(N2CCN(C(=O)c3c(C)oc4nc(C)nc(N5CCCC5)c34)CC2)cc1	-3%	?	-6	24%	-15%	8%	-19%	53%[activator]	5%[57.1 µM]
CC(OC(=O)CCCSc1nc2ccccc2s1)C(=O)NC(N)=O (centres undefined)	-1%	18%	-4	24%	-6%	-7%	-8%	2%	5%
CC(C)(C)NC(=O)c1cc([N+](=O)[O-])ccc1N1CCCCC1	i	8%[59 µM]	2	0%	-19%	1%	-1%	3%	-18%
CS(=O)(=O)Nc1ccc(C(=O)Nc2ccc(S(=O)(=O)Nc3nccs3)cc2)cc1	-3%	10%	3	9%	-18%	0%	-10%	-1%	-23%
COc1ccc(CNC(=O)/C=C/c2cc([N+](=O)[O-])ccc2OC(F)F)cc1OC	i	-3%[59 µM]	1	-1%	-34%	0%	5%	-4%	-8%
O=C(NCC(=O)N1CCN(Cc2c(F)cccc2Cl)CC1)c1cccc(Cl)c1	i	-22%	-4	12%	-12%	5%	-12%	10%	7%
COc1ccc2[nH]c(C)c(C(=O)CN(C)C)c2c1	3%	-3%[2.33 µM]	0	23%	-6%	-1%	3%	-8%	9%
Cc1cccc(CCNC(=O)C2CCC(CNc3c(N4CCCC4)c(=O)c3=O)CC2)c1 (centres undefined)	-10%	18%	1	47%[activator]	-15%	1%	-14%	12%	-1%
Cc1ccc(-n2c(COc3ccccc3)nnc2SCC(=O)O)cc1	-7%	/	-5	/	/	/	-3%	4%	/
COc1ccccc1C(c1nnnn1C(C)(C)C)N1CCN(Cc2ccccc2)CC1 (centres undefined)	-10%	?	-4	30%	?	1%	4%	-5%	?
COc1cccc2sc(Nc3nc(-c4cc5ccccc5oc4=O)cs3)nc12	-10%	?	5	114%[activator]	-23%	?	?	9%	-9%
Cc1cccc(N2CCN(C(c3ccccc3)c3nnc(-c4ccccc4F)o3)CC2)c1C (centres undefined)	-4%	3%[59 µM]	0	19%	3%	21%	-17%	4%	-4%
COc1ccc(-c2cc(C(F)(F)F)n3nc(C(=O)Nc4sc5c(c4C(=O)OC(C)C)CCC(C)C5)cc3n2)cc1 (centres undefined)	i	-22%[59 µM]	1	36%	2%	3%	-18%	-4%	3%
O=C(Nc1nncs1)c1cccc(S(=O)(=O)N2CCCCC2)c1	-8%	19%[59 µM]	-6	47%[activator]	-16%	1%	-13%	-2%	-4%
Cc1cc(C)n(-c2ccc(NC(=O)C3CCCCN3C(=O)c3occc3C)cc2)n1 (centres undefined)	-7%	39%	-1	23%	2%	?	-12%	5%	-5%
COC(=O)c1c(NC(=O)c2nn(C)cc2Cl)sc2c1CCCC2	i	-1%[59 µM]	4	61%	16%	?	-9%	5%	-2%
CC(Oc1ccc2c3c(c(=O)oc2c1)CCCC3)C(=O)NCc1ccncc1 (centres undefined)	-2%	/	-6	24%	-17%	-4%	-12%	3%	-4%
CCOc1ccc(-n2c(C)cc(/C=N/Nc3nc(C)cc(=O)[nH]3)c2C)cc1	-6%	?	0	9%	?	8%	-1%	-22%	-27%
CC(C#N)(Nc1ccc(Cl)cc1)c1cccnc1 (centres undefined)	-8%	1%[59 µM]	2	27%	-7%	0%	-12%	19%	-7%
O=C(CSc1nnc(-c2cccnc2)n1Cc1ccco1)c1ccc(Cl)c(Cl)c1	-9%	50µM*	-17	1%	?	29%	-7%	6%	-26%
CCOC(=O)c1cn[nH]c1NC(=S)Nc1ccccc1	-7%	/	-8	3%	-15%	-6%	-21%	-2%	-21%
Cc1nn(-c2ccccc2)nc1CNC(=O)C1CC1	4%	/	-6	48%[activator]	5%	-8%	-10%	3%	1%
COc1ccc(-c2cc3ccccc3n2CC(O)CN2CCOCC2)cc1 (centres undefined)	-5%	-1%[59 µM]	-6	37%	-9%	1%	-18%	2%	1%
Cc1ccc(NC(=O)Cn2c(=O)n(-c3ccc(CC(=O)NCC4CCCO4)cc3)c(=O)c3ccccc32)cc1 (centres undefined)	4%	-4%[59 µM]	-7	23%	-5%	2%	-11%	7%	2%
CCN(CC)CCN1C(=O)Cn2c(C)c(C)c3cccc1c32	-1%	?	5&7	13%&-15%	?	4%&1%	-10%&-2%	-4%&8%	?
CC1(C)CC(=O)c2cc(C(=O)O)c(=O)n(-c3ccccc3)c2C1	-11%	-31%[59 µM]	-2	14%	-9%	2%	6%	-1%	-11%

Part of the list above in order of length of the SMILES, high to low.
SMILES	PGK inhibitor	G9a block	PI4K2A inh	HP1b binding inh	JMJD2A Tudor	Pin1 inh	POLH inh	GLS inhibitor	BAZ2B inh
Cc1ccc(NC(=O)Cn2c(=O)n(-c3ccc(CC(=O)NCC4CCCO4)cc3)c(=O)c3ccccc32)cc1 (centres undefined)	4%	-4%[59 µM]	-7	23%	-5%	2%	-11%	7%	2%
O=C(CSc1nnc(-c2cccnc2)n1Cc1ccco1)c1ccc(Cl)c(Cl)c1	-9%	50µM*	-17	1%	?	29%	-7%	6%	-26%
CC1(C)CC(=O)c2cc(C(=O)O)c(=O)n(-c3ccccc3)c2C1	-11%	-31%[59 µM]	-2	14%	-9%	2%	6%	-1%	-11%
CCOC(=O)c1cn[nH]c1NC(=S)Nc1ccccc1	-7%	/	-8	3%	-15%	-6%	-21%	-2%	-21%
